GPR55 LPI antagonism: GPR55 antagonists blocking LPI-driven arrestin recruitment, primary screen, imaging, U2OS, beta-arrestin-GFP, LPI agonist (AID 2013); one-dose inhibition, % at 10 µM; IC50 in µM for titrated hits; U2OS GPR55 beta-arrestin-GFP translocation imaging, LPI antagonism; higher % means a stronger effect; 290,000 tested, 0.13% active;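 active means spots per cell inhibited over 60%, with over 100 cells counted and total cytoplasm intensity under 500,000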;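 further: U2OS cells stably carrying GPR55 and arrestin-GFP stimulated by 5 µM LPI near EC80; imaged beta-arrestin-GFP aggregate spots per cell after agonist stimulation; plate controls were LPI-stimulated DMSO wells for no effect and DMSO wells without LPI for full effect; some results filed as inactive read as strong as hits; confirmed hits need IC50 under 10 µM and bright autofluorescent wells are also inconclusive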
GPR35 antagonists: inhibition of zaprinast-stimulated GPR35 beta-arrestin translocation – imaging, U2OS, beta-arrestin-GFP, zaprinast agonist, primary screen (AID 2058). U2OS GPR35 beta-arrestin-GFP translocation imaging, zaprinast antagonism; higher % means a stronger effect. 290,000 tested, 0.052% active. inhibition, % at 10 µM, or IC50 in µM where a hit was titrated;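 active means inhibition of at least 50% with at least 30 cells and total cytoplasm GFP at most 10,000,000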
KOR beta-arrestin-1: KOR antagonists, beta-arrestin recruitment, cell-based, luminescence, uHTS (AID 1778); inhibition, % at 10 µM, or IC50 in µM where a hit was titrated; 290,000 tested, 0.091% active; KOR beta-arrestin recruitment, luminescence, antagonist mode; higher % means a stronger effect; in the data active means inhibition above about 50%; further: strong numbers were not always called active
T cell modulator: T cell immune modulation candidate; AID 2052; 2C CD8+ T cell-vesicle binding, flow cytometry; hits give low values; calls only at 7 µM; 330,000 tested, 0.068% active;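 active means response, share of CD8 T cells binding vesicles, and their 90th percentile fluorescence all below set limits, cut at about 80% in these data, passing the limit was not always enough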
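material = purified 2C TCR transgenic mouse naive CD8+ T cells | controls = Unloaded micro-vesicles (low), QL9 vesicles with 0.7% DMSO (high) | detection = cytometric PE anti-B7-1 and Alexa647 anti-CD8 signals after 1% paraformaldehyde fixation | incubation = binding step 1.5 h, 37 °C, antibody labelling 20 min, ice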
KOR beta-arrestin-2: KOR agonists, beta-arrestin recruitment, primary screen, cell-based, luminescence, uHTS (AID 1777); KOR beta-arrestin recruitment, luminescence; higher % means a stronger effect; one-dose activation, % at 10 µM; EC50 in µM for titrated hits; 280,000 tested, 0.02% active; in the data active means activation above about 50%, passing the limit was not always enough; further: a part of the inactive calls stands beside numbers as strong as those of hits
Salmonella PhoP GFP: inhibitors of PhoP regulon expression, primary screen, Salmonella Typhimurium, GFP reporter (AID 1863) | S. Typhimurium PhoP-regulated promoter GFP reporter, 4 h; higher % means a stronger effect | inhibition, % at 50 µM; hits with a dose series show IC50 in µM | 300,000 tested, 0.16% active;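 active means inhibition over 29.93%, a cutoff 3 SD above the screen mean, later confirmed by dose response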;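 further: 0% = low Mg2+ inducing control and 100% = high Mg2+ repressing control; strong numbers were not always called active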
GPR55 activation: selective activators of receptor GPR55 – imaging, U2OS cells, beta-arrestin-GFP redistribution, primary screen (AID 1961). U2OS GPR55 beta-arrestin-GFP redistribution imaging; higher % means a stronger effect. activation, % at 10 µM; hits with a dose series show EC50 in µM. 290,000 tested, 0.048% active;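 active means activation above 40% with more than 50 cells counted in the well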;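 further: U2OS osteosarcoma cells stably expressing GPR55 and beta-arrestin-GFP; plate controls were DMSO negative control for no effect and LPI positive control for full effect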
NTR1 agonist: NTR1-driven beta-arrestin-GFP spot formation – imaging, U2OS cells, high content, primary screen (AID 493036) | 330,000 tested, 0.17% active | activation, % at 20 µM | agonist mode;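 active means activation at or above 40% of the spot to cytoplasm intensity ratio, with at least 20 cells analyzed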;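 further: 0% = DMSO without peptide and 100% = 100 nM NTR1 peptide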
Target sequence (P30989 whole entry, looked up): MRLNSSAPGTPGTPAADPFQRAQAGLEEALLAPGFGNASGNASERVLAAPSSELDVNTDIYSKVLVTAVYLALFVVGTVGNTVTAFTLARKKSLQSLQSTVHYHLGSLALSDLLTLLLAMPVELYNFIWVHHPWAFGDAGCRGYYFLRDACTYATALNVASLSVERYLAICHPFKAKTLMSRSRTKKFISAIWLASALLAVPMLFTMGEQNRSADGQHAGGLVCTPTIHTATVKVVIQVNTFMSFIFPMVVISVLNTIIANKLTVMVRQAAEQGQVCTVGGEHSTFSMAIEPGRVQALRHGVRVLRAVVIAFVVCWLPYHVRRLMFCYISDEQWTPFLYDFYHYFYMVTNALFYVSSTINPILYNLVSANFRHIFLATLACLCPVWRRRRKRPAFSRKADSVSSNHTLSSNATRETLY
West Nile virus CPE: inhibition of WNV-induced cytopathic effect – cell-based, CPE readout (AID 1621) | West Nile virus-infected cells, CPE inhibition; higher % means a stronger effect | CPE inhibition, % at 10 µM, or IC50 in µM where a hit was titrated | 290,000 tested, 0.02% active; in the data active means a potency from the dose series; further: strong numbers were not always called active
T cell modulator vesicle-bound %: further read-out of T cell modulator, marked with its call; double positive events, %; measured here: CD8+ vesicle-bound cell fraction;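 binding gate set so that unloaded-vesicle control wells show 10% double positive cells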
NTR1 agonist cell count 20 µM: second read-out of NTR1 agonist, no call of its own (marks repeat the call); cell count; measured here: cell count, cytotoxicity flag
* hit, by the source's call; i = inactive; . = not tested or not shown; [ ] = another dose, or the depositor's remark.

Molecule | GPR55 LPI antagonism | GPR35 antagonists | KOR beta-arrestin-1 | T cell modulator | T cell modulator vesicle-bound % | KOR beta-arrestin-2 | Salmonella PhoP GFP | GPR55 activation | NTR1 agonist | NTR1 agonist cell count 20 µM | West Nile virus CPE
COc1ccc(NC(=O)CN2CCC(C(=O)c3ccc(C)cc3)CC2)c(OC)c1 | 9% | -8% | -8% | i | 33 | -4.8% | -3% | -0.2% | 0.1 | 35 | -1.0%
O=c1c2oc3nc4c(cc3c2ncn1CCCc1ccccc1)CCCC4 | 2% | 8% | 14% | i | 35 | 6.8% | -9% | -0.2% | 1.6 | 51 | -1.3%
COc1cc(Cl)ccc1NC(=S)N(CCN(C)C)C(C)c1ccncc1 (stereo unspecified) | -1% | -4% | -7% | i | 41 | -4.3% | -3% | 0.0% | 0.6 | 74 | -0.3%
Cc1ccc(Cn2ccc(NC(=O)c3cc(-c4ccc(Br)cc4)on3)n2)cc1 | 18% | 3% | 8% | i | 44 | 7.1% | -12% | -0.1% | 1.9 | 87 | 0.2%
CCCCc1cc(=O)oc2cc(C)cc(OCC(=O)N[C@@H](CSCc3ccccc3)C(=O)O)c12 | 8% | 9% | -8%[20 µM] | i | 39 | 4.0% | -5% | -0.2% | 3.7 | 90 | -0.1%
CCCn1c(N)c(N2CCCCC2)c(=O)n(CC(=O)Nc2ccccc2C)c1=O | 42% | -7% | 18% | i | 28 | 0.4% | 2% | 0.3% | -0.3 | 38 | -0.2%
O=C1CCS/C(=N\N=C\c2ccc(Cl)cc2Cl)N1 | 9% | -2% | -6% | i | 32 | 0.2% | -8% | -0.2% | 0.0 | 56 | -0.5%
CC(=O)Nc1ccc(NC(=O)CCC(=O)OCC(=O)c2ccc(F)cc2)cc1 | 10% | 5% | -14% | i | 10 | 2.0% | -4% | 0.0% | 1.0 | 52 | 0.3%
CN(Cc1ccccc1)c1nc(CN2CCOCC2)nc2scc(-c3ccccc3)c12 | 14% | 10% | 13% | i | 42 | -2.5% | -1% | 0.1% | 0.6 | 34 | -0.7%
COc1ccccc1CSc1nc2ccccc2[nH]1 | -6% | 1% | -16% | i | 10 | -1.6% | -3% | 0.6% | 0.6 | 39 | -0.7%
COC(=O)c1ccc(OCc2nn[nH]n2)cc1 | -1% | -3% | -33%[20 µM] | i | 20 | -2.9% | 7% | -0.2% | 0.7 | 50 | 0.0%
N#Cc1c(SCC(=O)Nc2ccc(C(F)(F)F)cc2)sc2c(O)cc(=O)[nH]c12 | -3% | -8% | 9% | i | 36 | 2.0% | 5% | 0.0% | -1.1 | 40 | -0.4%
COc1ccc(CSc2nnnn2C)cc1[N+](=O)[O-] | 13% | -1% | -10% | i | 24 | 2.8% | 1% | -0.1% | 0.9 | 74 | -0.7%
Cc1ccc([C@@H]2[C@@H]3C(=O)N(C)C(=O)[C@@H]3[C@]3(C)C(=O)N(CCO)CC(=O)N23)o1 | -10% | -6% | 8%[20 µM] | i | 19 | -3.0% | . | -0.2% | -3.0 | 86 | 0.3%
CCC1=Nc2cc(C(=O)NCCCN3CCN(C)CC3)ccc2Sc2ccccc21 | 3% | -9% | 28% | i | 42 | 0.0% | 0% | 0.2% | -0.7 | 59 | 1.1%
COc1ccc(CNC(=O)CN=C2NC(=O)C(c3ccccc3)(c3ccccc3)N2)cc1 | 2% | 13% | 6% | i | 80 | -0.7% | -24% | 0.2% | 1.2 | 54 | -0.9%
COc1ccc(/C=N/n2c(-c3cc(C)[nH]n3)n[nH]c2=S)cc1 | 4% | -10% | 18% | i | 9 | 1.1% | 2% | 0.3% | 1.8 | 59 | 0.0%
CSc1ccc(S(=O)(=O)N(CC(=O)NN=C2CCN(C)CC2)c2ccc(C)cc2)cc1 | -4% | -8% | 7% | i | 62 | 0.7% | -4% | 0.5% | -0.9 | 81 | -0.4%
CC1CC(C)CN(S(=O)(=O)c2ccc(C(=O)N3CCOCC3)cc2)C1 (stereo unspecified) | -2% | 16% | 0% | i | 5 | 4.0% | -8% | 0.2% | 0.8 | 38 | -0.4%
Cc1ccc(C(=O)NCc2cccs2)cc1S(=O)(=O)N1CCCCC1 | 1% | 16% | 22% | i | 30 | -2.4% | -13% | 0.2% | -0.7 | 38 | -0.7%
Cc1oc(-c2cccs2)nc1CN1CCC(CO)(CCOc2ccccc2)CC1 | -11% | -4% | 2%[20 µM] | i | 45 | . | 0% | 0.3% | 0.4 | 48 | 0.1%
COc1cc(NC(=O)C(=O)Nc2ccc3nc4n(c(=O)c3c2)CCCCC4)cc(OC)c1OC | 4% | 5% | -34% | i | 34 | 32% | . | -0.1% | 4.6 | 70 | 1.3%
Cc1cc(NC2CCCCC2)nc(N2CCOCC2)n1 | 31% | 20% | -4% | i | 64 | -0.6% | 6% | -0.1% | 2.6 | 42 | -0.6%
Cc1ccc(CN2CCC(=O)N2)cc1 | -6% | 5% | -8% | i | 24 | 6.6% | -1% | -0.1% | -1.8 | 69 | 1.1%
O=S1(=O)N=C(Nc2ccc(S(=O)(=O)N3CCCCC3)cc2)c2ccccc21 | 13% | 6% | 6% | i | 57 | -2.6% | 1% | -0.2% | -1.6 | 49 | 0.1%
Cc1cccc(NC(=O)CSc2nccn2Cc2ccco2)c1 | 2% | 7% | -17% | i | 30 | 5.6% | 2% | -0.1% | 1.2 | 45 | -0.1%
O=C(O)C(c1ccccc1)N1CCCC1 (stereo unspecified) | -12% | 14% | 7% | i | 7 | -0.1% | -2% | -0.1% | -0.4 | 86 | 0.9%
CCOC(=O)c1ccccc1NC(=O)C1CC(=O)N(C(C)(C)C)C1 (stereo unspecified) | -5% | 3% | 2%[20 µM] | i | 61 | -3.9% | 1% | 0.3% | 0.8 | 42 | -0.5%
C=CCn1c(=O)c2c(nc3n2CC(C)CN3c2cccc(OC)c2)n(C)c1=O (stereo unspecified) | 3% | 1% | 31% | i | 50 | -11% | 2% | -0.1% | 2.4 | 52 | -0.1%
NC(=O)CC(NC(=O)Cc1ccc(Cl)cc1)c1ccc(NC2CCCCCCC2)c([N+](=O)[O-])c1 (stereo unspecified) | -13% | 0% | -48%[20 µM] | i | 59 | 4.2% | 3% | -0.2% | 0.1 | 69 | -0.8%
Cc1csc(SCC(=O)Nc2sc3c(c2C#N)CCC3)n1 | 30% | 19% | 5% | i | 60 | -1.2% | 7% | 0.3% | 5.2 | 42 | -0.4%
CCCCc1ccc(NC(=O)Nc2cccnc2)cc1 | 1% | -2% | 12% | i | 8 | -7.2% | 2% | 0.0% | 4.2 | 43 | -0.7%
O=C(Cn1cnc2c(nnn2-c2ccccc2)c1=O)NCc1ccco1 | 2% | -9% | 17% | i | 33 | -2.3% | 9% | -0.3% | 4.0 | 50 | -0.1%
O=C1CCCc2ccccc2N1Cc1ccccc1 | -3% | 0% | -4%[20 µM] | i | 35 | -0.3% | -4% | 0.2% | -0.6 | 35 | -0.3%
COc1ccc(C(=O)NCC(=O)N/N=C(\C)Cc2ccccc2)cc1 | -6% | 2% | -3% | i | 38 | -4.9% | -5% | -0.2% | 0.8 | 66 | 1.0%
O=C(C1CCN(S(=O)(=O)N2CCCCC2)CC1)N1CCCCC1 | 2% | -11% | -36% | i | 39 | 2.8% | 0% | -0.2% | 0.2 | 36 | -0.6%
COc1ccc(C(=S)N2CCN(c3ccccc3Cl)CC2)cc1OC | 5% | 17% | 6% | i | 34 | 1.9% | -4% | 1.0% | -0.3 | 51 | -0.4%
CN(CC(=O)O/N=C(\N)c1ccc([N+](=O)[O-])cc1)S(=O)(=O)c1ccccc1 | 21% | 23% | 4% | i | 59 | -0.3% | 8% | 0.2% | -0.9 | 60 | -0.6%
CC(N=Cc1cccc(O)c1O)c1ccccc1 (stereo unspecified) | 0% | 4% | 11% | i | 26 | 4.3% | 3% | 0.0% | 18 | 87 | 1.0%
COC(=O)CC(NS(=O)(=O)c1cccs1)c1ccccc1Cl (stereo unspecified) | 2% | 8% | -22% | i | 25 | -4.4% | 2% | -0.2% | 2.4 | 82 | 0.0%

Entries from the list above that have a COOH group, in the order listed:
Molecule | GPR55 LPI antagonism | GPR35 antagonists | KOR beta-arrestin-1 | T cell modulator | T cell modulator vesicle-bound % | KOR beta-arrestin-2 | Salmonella PhoP GFP | GPR55 activation | NTR1 agonist | NTR1 agonist cell count 20 µM | West Nile virus CPE
CCCCc1cc(=O)oc2cc(C)cc(OCC(=O)N[C@@H](CSCc3ccccc3)C(=O)O)c12 | 8% | 9% | -8%[20 µM] | i | 39 | 4.0% | -5% | -0.2% | 3.7 | 90 | -0.1%
O=C(O)C(c1ccccc1)N1CCCC1 (stereo unspecified) | -12% | 14% | 7% | i | 7 | -0.1% | -2% | -0.1% | -0.4 | 86 | 0.9%

More compounds
Molecule | GPR55 LPI antagonism | GPR35 antagonists | KOR beta-arrestin-1 | T cell modulator | T cell modulator vesicle-bound % | KOR beta-arrestin-2 | Salmonella PhoP GFP | GPR55 activation | NTR1 agonist | NTR1 agonist cell count 20 µM | West Nile virus CPE
CN(C)C(CNc1ncnc2sccc12)c1ccccc1 (stereo unspecified) | -4% | -15% | -37% | i | 48 | 8.2% | 5% | 0.2% | -0.8 | 24 | -1.0%
CCN(N=O)[C@@H](Cc1ccccc1)CN(N=O)[C@@H](Cc1ccccc1)CN(C)N=O | 8% | -6% | 8% | i | 39 | -1.0% | -9% | -0.1% | 4.4 | 55 | -1.0%
CC1(C)CC(NC(=O)C(F)(F)F)CC(C)(C)N1OC(=O)c1ccco1 | 21% | -11% | 22% | i | 47 | -2.3% | 5% | -0.4% | -0.1 | 95 | -0.6%
Cc1ccc(CNC(=O)COc2ccc(C)nc2[N+](=O)[O-])cc1 | 0% | 6% | -7% | i | 34 | 1.8% | -3% | -0.3% | -2.1 | 50 | -1.0%
CCN(CC)C(=O)COc1ccc(CC(=O)O)cc1OC | -16% | -16% | 0% | i | 17 | -5.5% | -6% | 0.2% | -1.1 | 43 | -0.1%
S=C(NCc1ccco1)N1CCN(Cc2ccc(Cl)cc2Cl)CC1 | 1% | 4% | -14% | i | 6 | 1.2% | -2% | 0.0% | 1.8 | 51 | -0.1%
Cc1cc(C)c(NC(=O)C(C)c2cccc(C(=O)c3ccccc3)c2)c(C)c1 (stereo unspecified) | 4% | -7% | -2% | i | 10 | -0.2% | 7% | -0.1% | 1.4 | 52 | -0.6%
C=CCN(C(=O)c1ccccc1)c1ccc(OC)cc1 | -8% | -10% | 3% | i | 56 | 2.5% | 4% | -0.1% | 0.6 | 42 | 0.1%
Cc1cc(OC(=O)c2ccco2)c2c(C)cc(=O)oc2c1 | 1% | 8% | 34% | i | 7 | -5.3% | 14% | -0.1% | 1.8 | 49 | 0.1%
